Compound activity: PubChem BioAssay, Sanford-Burnham Center for Chemical Genomics
SENP8 block-1: blocks the human protease SENP8; inhibition, % at 10 µM; purified SENP8, Z-RLRGG-aminoluciferin cleavage, luminescence; AID 2540; 330,000 compounds, 1.2% hits; in the data active = inhibition above about 50%
Target sequence (Q96LD8 whole entry, looked up): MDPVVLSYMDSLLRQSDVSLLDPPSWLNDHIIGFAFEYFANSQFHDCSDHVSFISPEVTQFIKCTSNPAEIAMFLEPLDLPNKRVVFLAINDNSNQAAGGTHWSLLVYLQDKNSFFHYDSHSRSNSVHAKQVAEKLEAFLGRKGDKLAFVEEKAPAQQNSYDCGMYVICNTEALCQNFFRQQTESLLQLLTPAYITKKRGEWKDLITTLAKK
SENP8 block-2: inhibitors of human SENP8 protease; Q96LD8; recombinant SENP8, Nedd8 substrate fluorescence; inhibition, % at 20 µM; 360,000 compounds, 0.64% hits; AID 602440; in the data active = inhibition mostly above about 40%, no sharp cut-off; inactive = mostly below about 27%
HKDC1 inhibitor: inhibitors of human hexokinase HKDC1; Q2TB90; inhibition, % at 20 µM; 340,000 compounds, 0.16% hits; AID 493160; recombinant HKDC1, G6PDH/diaphorase resazurin coupled fluorescence;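 active = inhibition above about 35% when tested at 20 µM, limit read from the data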;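 note: plate controls were DMSO wells with enzyme for no effect and DMSO wells lacking enzyme for full effect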
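Material – in-house recombinant HK5 (HKDC1) enzyme · Quantity – HKDC1 at 5 µg/mL · Buffer or medium – pH 8.0 Tris buffer with 10 mM MgCl2 · Reagent – glucose with 1 mM ATP · Dosing – single 20 µM dose · Times – reaction time 90 min, room temperature, protected from light · Technique – resorufin fluorescence at 613 nm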
SENP7 inh: SENP7 protease inhibition; Q9BQF6; recombinant SENP7, Z-RLRGG-aminoluciferin luminescence, 40 min; inhibition, % at 5 µM; 330,000 compounds, 1.5% hits; AID 434973;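 active = inhibition above about 50% at the single test dose, limit read from the data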;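 note: plate controls were DMSO with enzyme for no effect and no enzyme buffer wells for full effect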
Target sequence (Q9BQF6 706-1050 limits assumed): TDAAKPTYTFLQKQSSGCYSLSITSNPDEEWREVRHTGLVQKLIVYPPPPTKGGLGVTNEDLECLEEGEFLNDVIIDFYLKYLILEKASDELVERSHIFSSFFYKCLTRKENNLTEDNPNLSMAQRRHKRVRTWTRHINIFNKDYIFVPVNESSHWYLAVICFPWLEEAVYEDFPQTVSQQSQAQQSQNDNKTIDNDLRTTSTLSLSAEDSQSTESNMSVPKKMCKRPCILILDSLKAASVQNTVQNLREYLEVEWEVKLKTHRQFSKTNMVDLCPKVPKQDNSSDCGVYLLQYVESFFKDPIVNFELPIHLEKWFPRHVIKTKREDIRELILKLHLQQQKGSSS
SENP1 FRET inh: inhibitors of human SENP1 SUMO protease catalytic domain | Q9P0U3 | recombinant SENP1 catalytic domain, CyPet-SUMO1-YPet FRET cleavage | inhibition, % at 10 µM | 360,000 compounds, 0.21% hits | AID 624204;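 active = inhibition at least 30% at 10 µM, raw YFP signal under a set limit, fluorescence ratio 0.5 to 1.5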;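 note: 0% = enzyme with DMSO and 100% = no enzyme wells; some results filed as inactive read as strong as hits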
Target sequence (Q9P0U3 419-644 limits assumed): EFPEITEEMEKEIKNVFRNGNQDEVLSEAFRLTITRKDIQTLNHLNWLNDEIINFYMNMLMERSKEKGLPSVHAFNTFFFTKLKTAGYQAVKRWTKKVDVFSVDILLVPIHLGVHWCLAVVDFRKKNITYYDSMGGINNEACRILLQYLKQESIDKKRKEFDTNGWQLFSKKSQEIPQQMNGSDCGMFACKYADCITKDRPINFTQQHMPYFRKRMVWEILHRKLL
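Compound: 10 µM single point, 0.5% DMSO; Test system: hSENP1 catalytic domain, recombinant; Timing: 50 min reaction at room temperature; Technique: FRET, CFP and YFP emission; Control set: no-enzyme wells low, DMSO-plus-enzyme wells high control.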
Apaf-1 inh: inhibitors of human Apaf-1 apoptosome | O14727 | reconstituted apoptosome caspase-3 activity, DEVD-Rh110 fluorescence | inhibition, % at 20 µM | 330,000 compounds, 0.71% hits | AID 489030; active = inhibition of at least 40% at 20 µM;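 note: plate controls were DMSO wells for no effect and DEVD-CHO caspase inhibitor wells for full effect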
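Assay system – apoptosome proteins · Medium – Hepes buffer, pH 7.5 · Also added – cytochrome c with DEVD-Rh110 · Timing – 30 min compound preincubation, 50 min activation, room temperature · Detection – Rh110 fluorescence, excitation 480 nm, emission 540 nm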
PfGluPho inh: PfG6PD (Plasmodium falciparum) enzyme inhibition | PfGluPho enzyme, NADPH resazurin-diaphorase fluorescence | inhibition, % at 20 µM | 350,000 compounds, 0.78% hits;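 active = inhibition reaching at least a set limit at 20 µM in the primary screen, cut at about 59% in these data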;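 note: 0% = DMSO wells with substrate and 100% = DMSO wells lacking glucose-6-phosphate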
SENP6 inh: SENP6 protease inhibition; Q9GZR1; Recombinant SENP6 catalytic domain, aminoluciferin luminescence; inhibition, % at 10 µM; 330,000 compounds, 1.8% hits;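 active = inhibition above about 50% at the single tested dose, limit read from the data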;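 note: plate controls were DMSO wells with enzyme for no effect and DMSO wells lacking enzyme for full effect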
An asterisk follows results filed as active; x = not tested or not shown. Compounds as they come; overall some 3.6% were active at least once.

SMILES	SENP8 block-1	SENP8 block-2	HKDC1 inhibitor	SENP7 inh	SENP1 FRET inh	Apaf-1 inh	PfGluPho inh	SENP6 inh
CC(Nc1oc(-c2ccco2)nc1C#N)c1ccccc1 (stereo not drawn)	-13.6	-430.1	-3.1	-5.6	-1.1	2.0	-2.5	-8.5
CC(Oc1cccc(Cl)c1)C(=O)Nc1nc(-c2ccccn2)cs1 (stereo not drawn)	-5.3	-6.1	4.6	-8.0	-10.7	19.3	20.4	-4.1
CC(C)OCCCNC(=S)NNC(=O)c1ccc(Cl)c(Cl)c1	-3.3	10.3	-6.5	12.9	-1.1	1.6	-4.0	-5.8
CCN(CC)C1CCCCC1NS(=O)(=O)c1ccc(Cl)cc1 (stereo not drawn)	-3.0	6.5	-5.5	6.6	-1.0	-0.8	-0.8	1.2
Clc1ccc(-c2nc3cnccn3c2Nc2ccc3c(c2)OCO3)cc1	-4.2	-69.3	4.1	0.5	-17.2	15.7	23.7	-10.5
Cc1c(Cl)cccc1Nc1nc(N)nc(CSC(=S)N2CCOCC2)n1	-9.9	4.4	-10.9	-7.3	0.0	2.0	18.1	-3.4
O=C(CNC(=O)C12CC3CC(CC(C3)C1)C2)N/N=C\c1ccco1	8.5	-4.2	-4.3	2.0	0.1	-10.4	5.6	-5.4
O=C(CN1C(=O)S/C(=C\c2cc(Cl)c(O)c(Cl)c2)C1=O)Nc1ccccc1	x	-14.3	4.5	x	-24.3	x	-6.4	x
O=C(Nc1cccc(Cl)c1)Nn1cnnc1	4.3	14.3	-1.2	7.5	10.6	0.4	-27.9	-6.4
COCc1cc(C)nc(SCC(=O)Nc2ccccc2N2CCOCC2)c1C#N	-6.1	-7.1	-2.5	1.8	-9.7	-3.2	-28.2	-6.3
CCCCCCCCCC[n+]1cccc2c3ccccc3ccc21	x	-417.8	3.7	x	-0.9	x	8.4	x
CCOC(=O)CSc1nc2c(cnn2-c2ccc(C)cc2)c(=O)[nH]1	-0.8	13.0	-0.3	2.6	-0.4	5.8	-11.9	-8.8
Cn1cc(CCC(=O)N2CCCC(N3CCN(c4ccccc4F)CC3)C2)cn1 (stereo not drawn)	0.3	6.2	-5.2	0.4	2.2	2.9	-1.4	6.9
O=C(Nc1ccccc1C(=O)N1CCCC1)C1COc2ccccc2O1 (stereo not drawn)	1.8	20.6	-2.9	4.3	2.5	-4.5	0.3	-4.4
CN(CCC#N)C(=O)CC(Cc1ccccc1)C1CCOC(C)(C)C1 (stereo not drawn)	-6.5	6.9	-1.8	-0.2	2.5	-10.8	-20.2	-13.1

Quoted at random: two compounds from above.
SMILES	SENP8 block-1	SENP8 block-2	HKDC1 inhibitor	SENP7 inh	SENP1 FRET inh	Apaf-1 inh	PfGluPho inh	SENP6 inh
CN(CCC#N)C(=O)CC(Cc1ccccc1)C1CCOC(C)(C)C1 (stereo not drawn)	-6.5	6.9	-1.8	-0.2	2.5	-10.8	-20.2	-13.1
CC(Oc1cccc(Cl)c1)C(=O)Nc1nc(-c2ccccn2)cs1 (stereo not drawn)	-5.3	-6.1	4.6	-8.0	-10.7	19.3	20.4	-4.1

Following part.
SMILES	SENP8 block-1	SENP8 block-2	HKDC1 inhibitor	SENP7 inh	SENP1 FRET inh	Apaf-1 inh	PfGluPho inh	SENP6 inh
CC1(C)C(=O)OC(c2cccs2)C2(CCCCC2)C1=O (stereo not drawn)	0.0	14.9	1.2	3.1	1.2	10.3	13.9	10.5
O=C(NN1C(=O)C2C3C=CC(C3)C2C1=O)c1ccco1 (stereo not drawn)	-0.5	6.0	2.1	5.5	0.6	-3.4	8.4	-17.1
C=CC[C@H]1C=C[C@@H](C(C(=O)OC)C(=O)OC)CN1C(C)=O	x	3.8	-4.2	x	-1.5	x	-3.1	x
Cc1ccc(C)c(S(=O)(=O)N2CCCOC2CNC(=O)C(=O)NCc2cccnc2)c1 (stereo not drawn)	10.8	21.0	-7.5	0.2	0.8	-4.4	2.7	10.8
CCCS(=O)(=O)n1nc(-c2ccc(OC)cc2OC)cc1N	-0.5	7.0	-8.4	-2.8	0.7	8.3	-14.2	-18.0
CC(=O)Nc1ccc(Nc2cc(N3CCOCC3)c3nonc3c2[N+](=O)[O-])cc1	-2.2	15.3	-4.9	8.5	-6.4	10.0	-5.9	6.6
CN(C)c1ccc(CNCC2CCCO2)cc1 (stereo not drawn)	1.9	13.7	-7.5	3.9	1.3	-9.9	6.0	13.8
O=C(CNc1ccccc1)N/N=C/c1cn(-c2ccccc2)nc1-c1ccccc1	-4.9	4.1	-5.6	6.3	1.0	20.9	-0.3	-11.8
CC(=O)N1CC(C)Sc2ccc(S(=O)(=O)NCc3ccccc3Cl)cc21 (stereo not drawn)	-11.9	8.8	1.4	-9.7	1.6	9.7	11.7	0.6
O=C(Nc1ccc(OCc2ccccc2)cc1)c1cccs1	58.3*	17.5	6.3	83.8*	0.3	6.0	-3.8	69.5*
COc1ccccc1-c1ccc(SCc2ccccc2F)nn1	-6.0	18.3	0.8	5.1	-0.2	1.7	12.5	-18.7
CC(=O)NCCNC(=O)C1CCC(CNc2nc(=S)[nH]c3ccccc23)CC1 (stereo not drawn)	5.5	10.9	0.4	1.3	-1.6	3.9	2.9	-3.5
O=C(N/C(=C\c1cccc([N+](=O)[O-])c1)C(=O)N1CCOCC1)c1ccc([N+](=O)[O-])cc1	5.3	19.3	-3.5	-0.2	1.6	-14.2	-4.6	7.7
CCOc1ccc(C(C)NC(=O)c2cccnc2OCC)cc1OCC (stereo not drawn)	-8.8	7.8	-2.8	3.5	-1.0	2.7	-16.0	-13.9
COc1ccc2ccc(OCC(=O)N3c4ccccc4NC(=O)CC3C)cc2c1 (stereo not drawn)	-6.8	5.0	10.2	-4.1	-1.9	2.9	-11.6	-3.6
CCCCNC(=O)C(c1ccc(OCC(=O)OC)c(C(=O)OC)c1)N(CCOC)C(=O)CCCCCN1C(=O)NC(c2ccc(-c3ccccc3)cc2)C(C(=O)OCc2ccccc2)=C1C (stereo not drawn)	0.2	x	x	-5.5	x	18.8	x	-11.5
O=C(COc1ccc2ccccc2c1)NC1CC1	-3.4	18.1	-1.4	2.6	0.3	-2.2	3.0	-19.1
CC1(C)Cc2c(sc(NC(=O)Cc3ccccc3)c2C#N)CO1	-6.8	10.0	1.6	-3.0	-1.2	-9.7	-8.4	-17.0
OCCN(CC#CC(O)(c1ccccc1)c1ccccc1)CCO	6.0	29.5	3.0	4.0	-2.0	-10.7	7.5	-0.1
CC1CCCCC1NC(=O)CCNS(=O)(=O)c1ccc(Cl)cc1 (stereo not drawn)	6.4	8.8	-0.1	2.3	-0.5	-7.0	2.9	8.8
COc1ccc(Cn2c(=O)c3[nH]cnc3n(-c3ccc(C)cc3)c2=O)cc1	5.8	0.7	-1.4	6.8	-1.1	2.7	-1.5	8.2
CCOC(=O)Nc1sc2nc(C)cc(C)c2c1-n1cccc1	-3.2	8.1	-3.5	2.0	1.3	15.6	56.3	7.4
COc1ccc(CN(C#N)c2nc(C)cc(C)n2)cc1	-4.0	-6.7	-3.1	1.0	-2.5	13.3	4.8	0.1
COc1cccc(C(=O)CSc2nnc(CNc3nc(-c4ccccc4)cs3)n2C)c1	-8.2	18.8	-2.6	-6.1	-8.8	20.3	0.9	-13.1
O=C(O)c1cccc(-c2ccc(/C=c3/sc4nc5ccccc5n4c3=O)o2)c1	3.1	-33.9	47.9*	5.8	-34.6	-195.1	26.9	-4.8
CCOc1ccc(C2N(c3ccc(OC)cc3)C(=O)C3CCCN32)cc1OC (stereo not drawn)	-11.0	11.9	-2.5	-4.4	0.0	-2.2	3.7	-2.5
COc1ccc(CCNC(=O)C2CCN(S(=O)(=O)c3c(C)noc3C)CC2)cc1OC	-0.8	19.7	0.4	2.2	2.2	0.4	14.9	-15.4
COCCn1nnnc1C(c1ccc(O)c(OC)c1)N1CCc2ccccc2C1 (stereo not drawn)	-10.4	-1.5	-2.3	-14.1	2.5	2.6	-2.7	8.7
O=C(CN1CCN(Cc2ccccc2F)C1=O)NCCc1ccc(Cl)cc1	2.7	-1.5	-2.9	-8.0	-0.6	3.1	-2.1	6.3
CCc1noc(C)c1C(=O)N1CCN(S(=O)(=O)c2ccc(C(C)C)cc2)CC1	7.2	12.5	-2.4	-2.6	0.2	8.0	4.2	3.9
CCc1sc(C(=O)N(CCCOC)c2c(N)n(CC(C)C)c(=O)[nH]c2=O)cc1C	-1.4	4.6	-4.1	-3.8	-0.6	-4.0	5.9	-9.6
CC1(C)Cc2c(C#N)c(SCCC#N)nc(N3CCOCC3)c2CS1	-1.9	-40.3	6.8	-1.0	-16.9	17.9	6.4	-3.9
CCOc1ccc(C(=O)Nc2ccc(NC(=O)c3ccccc3)cc2)cc1Br	7.2	-90.1	-8.6	4.7	0.2	-12.5	-2.9	5.3
CC1CN(C(=O)CSc2cn(CC(=O)N3CCOCC3)c3ccccc23)CC(C)O1 (stereo not drawn)	0.6	5.2	-8.8	7.7	0.6	-5.6	6.0	4.3
Cc1c(C(=O)N2CCN(c3ncccn3)CC2)oc2ccc(Cl)cc12	-1.4	-9.1	1.9	0.1	0.0	15.5	-3.6	2.0
CC(=O)Nc1ccc(S(=O)(=O)NCCC(=O)OCC(=O)c2cc(C)ccc2C)cc1	2.6	0.9	-1.8	-4.6	-2.7	9.3	2.1	7.4
CC1(C)Cn2c(nnc2-c2cccc(O)c2)S1	-10.3	8.6	13.2	-4.8	0.3	-13.7	-4.4	-17.5
CCOc1ccc(C(C)NC(=O)c2ccccc2F)cc1 (stereo not drawn)	-7.5	12.3	-3.9	3.4	0.9	-12.8	-6.6	0.5
O=C(Cc1ccccc1[N+](=O)[O-])Nc1nccs1	1.7	-5.0	0.5	0.5	-10.5	-6.6	19.0	-3.1
Cc1cc(C)n(C(=O)CNC(=O)c2cccc(F)c2)n1	1.4	22.9	-2.4	-0.4	1.3	-4.1	0.7	-16.0
Brc1ccc(CNCC2CCCO2)cc1 (stereo not drawn)	-2.1	7.7	-1.6	-14.4	3.0	-2.9	-3.9	1.1
COc1ccc(-c2cc(C(=O)N3CCCCCC3)no2)cc1OC	-14.8	-2.0	-3.9	-4.6	2.0	10.9	-2.2	-12.7
Cc1c(C(=O)O)sc2nc(CSc3nnc(-c4ccc(F)cc4)n3C)[nH]c(=O)c12	7.3	-20.4	-5.5	4.2	-2.7	-13.0	-11.9	-0.5
CCOC(=O)Cc1nn[nH]n1	-6.3	9.2	4.5	-5.4	-2.6	-4.9	11.9	-13.9
O=C(CCC(=O)N(CC(=O)NC1CCCCC1)c1ccc(F)cc1)Nc1ccccn1	-2.7	10.2	1.4	2.8	3.8	-3.3	-4.2	1.6
CC(C)CSc1ncc(-c2cccc(C(F)(F)F)c2)cn1	-8.7	9.6	-1.3	-2.1	-3.1	17.1	11.5	-14.4
O=[N+]([O-])c1cccc(/C=N/Nc2nccnc2Cl)c1	82.5*	13.4	-2.9	93.5*	1.7	2.1	3.1	93.8*
CCC1CCCCN1CCCNC(=O)CN1C(=O)COc2ccccc21 (stereo not drawn)	1.4	14.7	-8.7	-4.1	0.1	-11.9	13.6	-5.7

Structures shown so far containing a COOH group:
SMILES	SENP8 block-1	SENP8 block-2	HKDC1 inhibitor	SENP7 inh	SENP1 FRET inh	Apaf-1 inh	PfGluPho inh	SENP6 inh
O=C(O)c1cccc(-c2ccc(/C=c3/sc4nc5ccccc5n4c3=O)o2)c1	3.1	-33.9	47.9*	5.8	-34.6	-195.1	26.9	-4.8
Cc1c(C(=O)O)sc2nc(CSc3nnc(-c4ccc(F)cc4)n3C)[nH]c(=O)c12	7.3	-20.4	-5.5	4.2	-2.7	-13.0	-11.9	-0.5
